From PubChem BioAssay
NOD1 NF-kB reporter: NOD1 signaling inhibitors, primary screen, cell-based, luminescence, uHTS (AID 1578) | inhibition, % at 4 µM, or EC50 in µM where a hit was titrated | 290,000 tested, 1% active | NOD1-driven NF-kB luciferase reporter cells, luminescence; higher % means a stronger effect; in the data active = inhibition mostly above about 36%, no sharp cut-off; inactive = mostly below about 34%;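 note: HEK-293T reporter cells stimulated with the NOD1 agonist gamma-tri-DAP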
Myeloid diff 2: promotes myeloid progenitor differentiation; ER-HoxA9 myeloid progenitors, lysozyme-GFP differentiation, flow cytometry; calls only at 10 µM; 360,000 tested, 1% active;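 active = normalized GFP-positive differentiation at or above the plate's own cutoff, the solvent-only control mean plus 3 SD; inconclusive = no clear call, values can overlap the other calls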;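 note: cells exposed to compound for four days before flow analysis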
KOR beta-arrestin-1: KOR agonists, beta-arrestin recruitment, primary screen, cell-based, luminescence, uHTS (AID 1777); KOR beta-arrestin recruitment, luminescence; higher % means a stronger effect; activation, % at 10 µM, or EC50 in µM where a hit was titrated; 280,000 tested, 0.02% active; in the data active = activation above about 50%, passing the limit was not always enough; note: a part of the inactive calls stands beside numbers as strong as those of hits
HIV peptide binding: cell-free HIV fusion peptide-binding blockers – biochemical, uHTS, fluorescence dequenching, primary screen (AID 1986). cell-free peptide binding, fluorescence dequenching, 30 min; higher % means a stronger effect. one-dose inhibition, % at 20 µM; IC50 in µM for titrated hits. 290,000 tested, 0.3% active; in the data active = inhibition mostly above about 52%, no sharp cut-off; inactive = mostly below about 76%; note: some results filed as inactive read as strong as hits
GPR55 beta-arrestin: selective activators of receptor GPR55 – imaging, U2OS cells, beta-arrestin-GFP redistribution, primary screen (AID 1961); U2OS GPR55 beta-arrestin-GFP redistribution imaging; higher % means a stronger effect; activation, % at 10 µM; hits with a dose series show EC50 in µM; 290,000 tested, 0.048% active;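 active = activation above 40% with more than 50 cells counted in the well; inconclusive = wells holding fewer than 50 cells, flagged as toxic or sparse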;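 note: U2OS osteosarcoma cells stably expressing GPR55 and beta-arrestin-GFP; plate controls were DMSO negative control for no effect and LPI positive control for full effect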
KOR beta-arrestin-2: KOR antagonists, beta-arrestin recruitment, cell-based, luminescence, uHTS (AID 1778); 290,000 tested, 0.091% active; KOR beta-arrestin recruitment, luminescence, antagonist mode; higher % means a stronger effect; inhibition, % at 10 µM, or IC50 in µM where a hit was titrated; note: strong numbers were not always called active
GPR55 LPI antagonism: inhibition of LPI-stimulated GPR55 beta-arrestin translocation – imaging, U2OS, beta-arrestin-GFP, LPI agonist, primary screen (AID 2013); U2OS GPR55 beta-arrestin-GFP translocation imaging, LPI antagonism; higher % means a stronger effect; inhibition, % at 10 µM, or IC50 in µM where a hit was titrated; 290,000 tested, 0.13% active;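 active = spots per cell inhibited over 60%, with over 100 cells counted and total cytoplasm intensity under 500,000; inconclusive = wells with under 100 cells, flagged as likely toxic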;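 note: U2OS cells stably carrying GPR55 and arrestin-GFP stimulated by 5 µM LPI near EC80; imaged beta-arrestin-GFP aggregate spots per cell after agonist stimulation; plate controls were LPI-stimulated DMSO wells for no effect and DMSO wells without LPI for full effect; some results filed as inactive read as strong as hits; confirmed hits need IC50 under 10 µM and bright autofluorescent wells are also inconclusive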
GPR35 arrestin U2OS: inhibition of zaprinast-stimulated GPR35 beta-arrestin translocation – imaging, U2OS, beta-arrestin-GFP, zaprinast agonist, primary screen (AID 2058). U2OS GPR35 beta-arrestin-GFP translocation imaging, zaprinast antagonism; higher % means a stronger effect. inhibition, % at 10 µM, or IC50 in µM where a hit was titrated. 290,000 tested, 0.052% active;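 active = inhibition of at least 50% with at least 30 cells and total cytoplasm GFP at most 10,000,000; inconclusive = under 30 cells or total GFP of 10,000,000 plus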
HEK293 NOD2/NF-kB: inhibition of NOD2-driven NF-kB reporter – cell-based, luminescence, uHTS, HEK293 (AID 1566). HEK293 NOD2/NF-kB luciferase reporter, luminescence; higher % means a stronger effect. inhibition, % at 4 µM, or EC50 in µM where a hit was titrated. 290,000 tested, 0.63% active; note: many of its hits are not listed in these tables
Myeloid diff 2 GFP+ MAC1+ %: further read-out of Myeloid diff 2, marked with its call; GFP+ MAC1+ double positive, %; measured here: differentiation confirmed by MAC1 staining
Active calls of the source: *; i = inactive; ? = inconclusive; . = no result given; + = active, no number; [ ] = dose if it differs, or a comment. Cut-off read from the data, not from the text of the source, unless noted: active = inhibition above about 50%; inactive = the rest.

structure	NOD1 NF-kB reporter	Myeloid diff 2	Myeloid diff 2 GFP+ MAC1+ %	KOR beta-arrestin-1	HIV peptide binding	GPR55 beta-arrestin	KOR beta-arrestin-2	GPR55 LPI antagonism	GPR35 arrestin U2OS	HEK293 NOD2/NF-kB
COc1cccc(/C=N/n2c(=O)[nH]c3ccccc32)c1OC	-57%	i	0.8	-0.8%	-1.0%	0.0%	-29%	5%	4%	-16%
CC(SCc1ccccc1)C(=O)N/N=C/c1ccc(OCC(=O)NCc2ccco2)cc1 (centres undefined)	14%	i	1.0	3.3%	1.7%	0.7%	7%	12%	-2%	25%
Cn1c(=O)c2cn(-c3cccc4ccccc34)cc2n(C)c1=O	-13%	i	0.2	0.8%	2.4%	-0.2%	18%	-6%	-4%	-11%
Nc1csnc1C(=O)O	-11%	i	1.5	-6.3%	3.2%	-0.1%	-12%	-4%	4%	-8%
N#Cc1ccc(C(c2nnnn2Cc2ccccc2)N2CCCC2)cc1 (centres undefined)	30%	i	1.0	4.3%	2.1%	0.3%	-3%	86%	14%	-4%
Cc1cccc(NS(=O)(=O)c2ccc(C(=O)NCCCN3CCOCC3)cc2)c1C	-13%	.	.	0.5%	1.6%	0.2%	-21%	2%	-4%	15%
CCOC(=O)Nc1cccc(Nc2ccccc2)c1	-31%	i	2.4	-3.4%	0.1%	0.6%	20%	-1%	2%	-9%
CCOc1ccc2nc(NC(=O)C(CCSC)NS(=O)(=O)c3cccs3)sc2c1 (centres undefined)	-3%	i	0.5	5.4%	-1.4%	-0.1%	-60%	7%	-7%	-1%
O=C(NNC1=NCCCCC1)c1cccc([N+](=O)[O-])c1	-30%	i	0.1	-9.8%	1.0%	-0.4%	1%	0%	-14%	4%
COc1ccc(Cl)cc1S(=O)(=O)N1CCC(C(=O)NCc2ccco2)CC1	-45%	i	0.8	-2.5%	1.5%	0.2%	-22%	-4%	-10%	1%
CC(C)(C)OC(=O)CNC(=O)c1[nH]cnc1C(=O)NCCCCCNC(=O)OC(C)(C)C	42%	.	.	-5.1%	-1.0%	0.0%	-26%[20 µM]	2%	10%	37%
COC(=O)c1ccc(CN2CCC(Oc3cccc(C(=O)N4CCCC4)c3)CC2)cc1	-10%	?	.	7.0%	0.3%	-0.1%	-14%	-2%	-4%	23%
CCc1ccc(NC(=O)c2ccc3ncsc3c2)cc1	-3%	.	.	4.6%	-0.4%	-0.1%	-15%	13%	-8%	-84%
O=[N+]([O-])c1cc(/C=N/N/C(=N/c2ccccn2)c2ccccn2)ccc1O	-43%	i	0.0	-2.6%	3.2%	0.8%	-3%	7%	9%	-9%
O=C(NCC1CCN(Cc2ccccc2Cl)CC1)Nc1cccc(Cl)c1	-15%	i	0.6	-1.4%	0.5%	-0.1%	-30%[20 µM]	-10%	15%	1%
CC(C)c1ccccc1OCC(=O)Nc1ccccc1C(=O)N1CCOCC1	3%	i	0.9	-4.2%	0.0%	-0.1%	8%	-1%	1%	7%
CCCCCCCC(=O)N/N=C/c1ccc([N+](=O)[O-])o1	4%	i	0.3	0.6%	29%	0.0%	2%	-10%	8%	17%
CN(C)CCCN(C(=O)CCOc1ccccc1)c1nc2c(F)cccc2s1	14%	?	.	1.9%	2.8%	0.6%	10%	6%	-5%	9%
O=[N+]([O-])c1cccc(-c2ccc(SCc3ccccn3)nn2)c1	-40%	i	0.4	-2.2%	-2.2%	-0.3%	6%	-8%	-12%	-24%
Cn1c(SCC(=O)N2CCc3ccccc32)nnc1-c1ccc(S(=O)(=O)N2CCCC2)cc1	16%	i	0.5	7.5%	-0.6%	0.2%	34%	6%	-4%	15%

The results go on.
structure	NOD1 NF-kB reporter	Myeloid diff 2	Myeloid diff 2 GFP+ MAC1+ %	KOR beta-arrestin-1	HIV peptide binding	GPR55 beta-arrestin	KOR beta-arrestin-2	GPR55 LPI antagonism	GPR35 arrestin U2OS	HEK293 NOD2/NF-kB
Cc1ccc(C)c(S(=O)(=O)N2CCCOC2CNC(=O)C(=O)NCc2ccco2)c1 (centres undefined)	-5%	i	0.8	6.8%	-0.5%	0.5%	-30%	6%	-12%	20%
Cc1cccc(OCC(=O)NN2C(=O)C3C4C=CC(O4)C3C2=O)c1 (centres undefined)	-22%	i	0.1	-0.9%	1.5%	-0.1%	-34%[20 µM]	9%	-14%	16%
CCOCC(=O)Nc1cc(C(=O)OC)cc(C(=O)OC)c1	-34%	i	0.1	17%	-0.9%	-0.2%	-8%	-1%	8%	2%
COc1ccc(S(=O)(=O)NC2CCCC2)c(Cl)c1Cl	8%	i	7.0	-1.0%	-1.3%	-0.1%	-6%	4%	13%	21%
CCOCCCn1c(SCc2nc3ccccc3s2)nc2ccccc2c1=O	59%	i	0.5	-0.6%	-2.6%	0.0%	14%	8%	6%	-14%
COCCNC(=O)c1nn2c(C(F)(F)F)cc(-c3ccccc3)nc2c1Cl	-18%	i	0.3	-1.4%	2.0%	0.7%	-1%	4%	-14%	6%
COC(=O)c1c(NC(=O)c2ccc(C)c(S(=O)(=O)Nc3ccccc3C)c2)sc2c1CCCC2	-13%	i	1.2	-1.5%	0.4%	-0.4%	32%	-3%	-5%	-48%
COc1ccc(-c2csc(CCn3nc(C)cc3C)n2)cc1	-24%	i	0.3	-4.8%	-0.9%	-0.1%	24%	-4%	-6%	-25%
COc1ccc(/C=C/C=C2\NC(=S)NC2=O)cc1	-26%	+	0.8*	-2.2%	4.9%	-0.2%	5%	-2%	12%	-9%
O=C1CC(c2ccc3c(c2)OCO3)C2=C(CCCC2=O)N1 (centres undefined)	-10%	i	0.7	0.7%	5.2%	-0.2%	31%	1%	-3%	-3%
CCOc1cc(/C=C2/SC(=O)N(CC(=O)N3CCc4ccccc4C3)C2=O)ccc1OCC(=O)O	-13%	i	1.2	-1.8%	30%	0.3%	-6%	-3%	9%	2%
COc1cccc(/C=N/Nc2ccccc2C(=O)O)c1O	-5%	i	1.1	-4.3%	3.8%	0.3%	18%	8%	8%	-113%
O=C(COC(=O)c1ccc(F)cc1F)Nc1ccc2[nH]c(=O)[nH]c2c1	-3%	i	0.2	-1.2%	-2.0%	-0.1%	-56%[20 µM]	5%	-17%	13%
CC(Cl)C(=O)Nc1ccccc1C#N (centres undefined)	-15%	i	0.2	4.1%	1.4%	0.5%	.	3%	2%	6%
N/C(=N\OC(=O)COc1ccccc1)c1ccc(Cl)cc1	-33%	i	0.7	-4.4%	3.0%	0.2%	-2%	-2%	-14%	-42%
C/C(N)=C(/C#N)C(=O)COC(=O)c1ccc(C#N)cc1	-14%	i	0.4	-2.8%	-0.7%	-0.2%	9%	-16%	-3%	18%
CC(=O)c1cn(-c2ccc(Cl)cc2)c(=O)n(Cc2ccc(Br)cc2)c1=O	-57%	i	0.6	7.2%	-0.3%	0.0%	-39%	11%	3%	1%
CCOCCCNC(=O)CN1C(=O)COc2ccc(S(=O)(=O)N3CCC(C)CC3)cc21	5%	?	.	5.0%	2.6%	0.0%	-25%	7%	0%	11%
CCOC(=O)NNC(=S)Nc1c(C)n(C)n(-c2ccccc2)c1=O	-9%	i	0.2	-0.2%	-1.8%	0.9%	11%	-6%	-2%	19%
COc1cccc(NC(=O)c2ccccc2-c2nc(-c3ccc(Cl)cc3)no2)c1	-8%	i	0.5	-2.5%	3.2%	-0.3%	-39%	11%	-10%	-49%

Next section.
structure	NOD1 NF-kB reporter	Myeloid diff 2	Myeloid diff 2 GFP+ MAC1+ %	KOR beta-arrestin-1	HIV peptide binding	GPR55 beta-arrestin	KOR beta-arrestin-2	GPR55 LPI antagonism	GPR35 arrestin U2OS	HEK293 NOD2/NF-kB
O/N=C\c1cnc(N2CCN(c3ccccc3)CC2)s1	-6%	i	0.3	-2.4%	2.2%	-0.1%	-2%	-3%	11%	-21%
CN(C)C(=O)CCC(=O)N(C)CC1CCCN(CCc2ccc(F)cc2)C1 (centres undefined)	-22%	i	0.4	1.9%	-0.5%	0.1%	-19%[20 µM]	-9%	6%	1%
CCOC(=O)N1CCN(C(=O)Cn2nc(C)n3nc(-c4ccc(CC)cc4)cc3c2=O)CC1	-26%	?	.	1.1%	2.8%	0.3%	2%	12%	16%	6%
C/C(Cc1ccccc1)=N\NC(=O)C1CCCCC1	-24%	i	1.1	0.3%	-1.9%	-0.1%	-6%	8%	7%	2%
N/C(=N\OC(=O)C12CC3CC(CC(C3)C1)C2)c1ccncc1	-4%	i	0.8	5.8%	-0.5%	-0.1%	-8%	6%	-4%	-13%
CSCC[C@H](NC(=O)N1CCn2c1nc1ccccc12)C(=O)NC1CC1	-28%	i	2.1	.	-2.1%	-0.2%	.	-8%	9%	13%
COc1cccc(C(C)NC(=O)Nc2cccc(C(F)(F)F)c2)c1 (centres undefined)	18%	i	1.5	-2.8%	-2.0%	0.3%	6%	7%	1%	6%
CCOC(=O)C1(CCCc2ccccc2)CCN(C(=O)CCc2cnccn2)CC1	21%	i	0.2	-4.2%	-1.0%	-0.3%	-4%	14%	21%	-3%
COc1ccc(NC(=O)N2CC(C)OC(C)C2)cc1OC (centres undefined)	0%	i	0.7	2.8%	-0.4%	0.2%	-85%	-8%	3%	-10%
O=S(=O)(c1cc(F)ccc1F)N1CCN2CCCC2C1 (centres undefined)	51%	i	0.2	-0.7%	1.2%	-0.2%	-6%[20 µM]	-7%	-6%	11%
O=C(Nc1ccc2c(c1)CCC2)C1CCCN(c2ncccn2)C1 (centres undefined)	-51%	i	6.7	4.5%	-1.5%	-0.1%	-27%	-9%	8%	-96%
O=C(Nc1cc(S(=O)(=O)N2CCOCC2)ccc1-n1cncn1)c1ccc(Cl)cc1	-3%	i	0.3	4.5%	-0.9%	-0.1%	21%	-1%	3%	13%
CCN(CC)C(=O)C(=O)c1ccn(-c2c(C)csc2C(=O)OC)c1	-12%	i	0.4	1.6%	0.0%	-0.1%	-37%[20 µM]	1%	1%	14%
CCc1cccc(CC)c1NC(=O)COC(=O)/C(C#N)=C/c1ccc(OC)cc1	-17%	i	1.0	0.5%	8.7%	-0.1%	12%	9%	-16%	-15%

A portion of the library. The share of hits here may be higher or lower than overall.
